PLC-gamma1 inh – PLC-gamma1 enzyme inhibitors, primary screen, biochemical, fluorescence, purified enzyme | AID 720700, 2013 | inhibition, % at 12.2 µM | fluorogenic substrate | 0.84% of 370,000 active | 1-phosphatidylinositol 4,5-bisphosphate phosphodiesterase gamma-1 (Homo sapiens), P19174; in the data active means inhibition above about 9.5%
TDP2 inh – human TDP2 enzyme inhibitors, primary screen, biochemical, epi absorbance, recombinant enzyme; inhibition, % at 12.8 µM; 0.34% of 370,000 active; T5PNP hydrolysis, p-nitrophenol absorbance 415 nm; AID 720702, 2013;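 active means inhibition above the mean of all tested compounds plus 3 SD, set per campaign, cut at about 25% in these data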;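 further: 0% = DMSO with enzyme and 100% = buffer with substrate but no TDP2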
Target sequence (O95551 whole entry, looked up): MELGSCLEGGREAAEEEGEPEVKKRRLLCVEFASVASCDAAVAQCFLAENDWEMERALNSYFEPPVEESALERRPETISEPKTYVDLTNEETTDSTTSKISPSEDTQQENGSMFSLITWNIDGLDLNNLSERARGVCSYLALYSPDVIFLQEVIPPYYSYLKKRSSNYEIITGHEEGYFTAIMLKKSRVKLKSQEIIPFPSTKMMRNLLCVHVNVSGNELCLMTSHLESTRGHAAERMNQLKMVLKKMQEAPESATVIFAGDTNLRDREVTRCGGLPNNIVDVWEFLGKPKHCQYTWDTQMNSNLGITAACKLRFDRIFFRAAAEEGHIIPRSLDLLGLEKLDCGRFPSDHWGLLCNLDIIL
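Test system: human TDP2 enzyme; Input: 120 nM TDP2 per well; Buffer or medium: Mg2+-containing Tris-HCl buffer, pH 7.5; Reagent: 5 mM T5PNP; Dosing: 12.8 µM single point, 1% DMSO; Incubation: reaction 2 h, 37 °C; Detection: p-Nitrophenol epi absorbance; Read-out: % inhibition relative to enzyme-containing and enzyme-free wells; Replicates: single well per compound.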
ARFGAP1 inhibitor – inhibitors of rat ARFGAP1 GAP activity, primary screen, biochemical, fluorescence polarization, GDP tracer; 0.26% of 360,000 active; inhibition, % at 16.5 µM; Arfgap1-stimulated ARF1 GTP hydrolysis, GDP FP detection; ADP-ribosylation factor GTPase-activating protein 1 (Rattus norvegicus), Q62848;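 active means inhibition above a per-plate limit, mean inhibition of low control wells plus 3 SD, cut at about 25% in these data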;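 further: 0% = DMSO wells with enzyme and 100% = wells lacking Arfgap1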
Target sequence (Q62848 1-136 limits assumed): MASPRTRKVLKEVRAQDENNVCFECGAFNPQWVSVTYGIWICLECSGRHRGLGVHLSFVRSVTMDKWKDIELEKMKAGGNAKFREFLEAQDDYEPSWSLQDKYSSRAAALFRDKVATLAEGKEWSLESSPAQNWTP
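Material – truncated rat Arfgap1 GAP domain · Buffer or medium – HEPES-based buffer, pH 7.5 · Reagent – human ARF1(Δ1-17)-GTP substrate · Dosing – 16.5 µM single point, 1.26% DMSO · Schedule – GTP hydrolysis reaction 2 h at 25 °C · Technique – GDP detection by fluorescence polarization · Benchmarks – No-Arfgap1 wells (100%) versus DMSO full-reaction wells (0%) · Repeats – single replicate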
DDE Tn6 FP inh – inhibitors of Tn6 peptide binding to fibrin DD(E), primary screen, biochemical, fluorescence polarization, human fibrin, Tn6 probe; Fibrinogen beta chain (Homo sapiens), P02675; 0.21% of 370,000 active; Fibrin DD(E) TRITC-Tn6 fluorescence polarization displacement; inhibition, % at 8.3 µM;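 active means inhibition above a per-campaign cutoff: mean of compounds within control limits plus 3 SD, cut at about 15% in these data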;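 further: 0% = median of all compound wells on the plate and 100% = blocking peptide control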
Target sequence (P02675 whole entry, looked up): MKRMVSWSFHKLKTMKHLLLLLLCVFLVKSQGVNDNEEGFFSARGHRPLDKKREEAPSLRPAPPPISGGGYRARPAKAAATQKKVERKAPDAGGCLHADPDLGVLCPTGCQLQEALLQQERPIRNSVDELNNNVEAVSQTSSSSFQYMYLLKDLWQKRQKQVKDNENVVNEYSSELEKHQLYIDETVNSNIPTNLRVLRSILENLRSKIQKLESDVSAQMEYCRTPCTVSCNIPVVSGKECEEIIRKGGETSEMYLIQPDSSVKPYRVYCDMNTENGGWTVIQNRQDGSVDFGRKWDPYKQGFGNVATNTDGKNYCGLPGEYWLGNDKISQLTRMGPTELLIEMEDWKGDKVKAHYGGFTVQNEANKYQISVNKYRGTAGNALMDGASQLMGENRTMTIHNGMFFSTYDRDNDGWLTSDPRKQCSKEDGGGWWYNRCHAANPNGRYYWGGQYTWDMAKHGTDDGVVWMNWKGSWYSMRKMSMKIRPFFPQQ
Tn7 DDE FP – inhibitors of Tn7 peptide binding to fibrin DD(E), primary screen, biochemical, fluorescence polarization, human fibrin, Tn7 probe; FP displacement of FITC-Tn7 peptide from fibrin DD(E); 0% = median of compound wells per plate; inhibition, % at 8.3 µM; 0.13% of 370,000 active; AID 720508, 2013;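 active means inhibition above the mean of compounds falling within the control limits plus 3 SD of them, cut at about 14% in these data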;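 further: 0% = plate median of compound wells and 100% = 10 µM Aha-Tn7 peptide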
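Assay system: human fibrin DD(E). Input: DD(E) 2 µM final. Medium: Tris buffer with calcium and detergent, pH 7.8. Compound dosing: single point at 8.3 µM. Timing: 10 min plus 3 h, room temperature. Technique: fluorescence polarization of the labelled Tn7 tracer. Read-out: percent inhibition. Replicates: singlicate testing.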
SIAE primary – human SIAE inhibitors, primary screen, biochemical, fluorescence polarization, FP-Rh probe, 1536-well HTS; AID 1053197, 2014; inhibition, % at 9.66 µM; 0.69% of 370,000 active; SIAE FP-Rh probe binding;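 active means inhibition above a cutoff: mean of compounds within the control limits plus 3 SD of those, cut at about 17% in these data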;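 further: 0% = plate median of compound wells and 100% = probe without SIAE protein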
ADAM10 inh – human ADAM10 inhibitors, primary screen, biochemical, QFRET, HTS; recombinant ADAM10, EDANS/DABCYL FRET peptide cleavage, 3 h; 0.62% of 370,000 active; Disintegrin and metalloproteinase domain-containing protein 10 (Homo sapiens), O14672; inhibition, % at 7 µM;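 active means inhibition above a per-campaign cutoff equal to the mean of compounds falling between control-based bounds plus 3 SD, cut at about 20% in these data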;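 further: 0% = DMSO wells while the 100% control is not disclosed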
PLCb3 inh – human PLC-beta3 inhibitors, primary screen, biochemical, fluorescence; 1-phosphatidylinositol 4,5-bisphosphate phosphodiesterase beta-3 (Homo sapiens), Q01970; Purified PLC-beta3, fluorogenic substrate; inhibition, % at 12.2 µM; 0.18% of 370,000 active; AID 720704, 2013; in the data active means inhibition above about 11%;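 further: 0% = median of compound wells on plate and 100% = full blocker control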
ASAP1 GAP inh – inhibitors of human ASAP1 ArfGAP activity, primary screen, biochemical, fluorescence polarization | Arf-GAP with SH3 domain, ANK repeat and PH domain-containing protein 1 (Homo sapiens), … | ASAP1-stimulated ARF1 GTP hydrolysis, GDP FP detection | inhibition, % at 16.5 µM | 0.19% of 360,000 active | AID 624377, 2012; in the data active means inhibition above about 25%;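 further: 0% = vehicle with enzyme and substrate and 100% = no enzyme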
ADAM17 inh – ADAM17 inhibitors, primary screen, biochemical, QFRET; inhibition, % at 6.95 µM; 0.83% of 370,000 active; recombinant ADAM17, EDANS/DABCYL FRET peptide cleavage; AID 720648, 2013;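 active means inhibition above the mean of compounds lying between control limits plus 3 SD, set per campaign, cut at about 8.5% in these data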;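 further: 0% = DMSO-only wells as the low control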
* marks the source's active call; other numbers are inactive results. Rows were taken by chance. About 3.6% of those tested had a hit in this group.

What do the screens show for `Cc1ccc2nc(-c3ccncc3)[nH]c2c1`?
PLC-gamma1 inh: inactive; TDP2 inh: -16; ARFGAP1 inhibitor: -3; DDE Tn6 FP inh: 7; Tn7 DDE FP: -4; SIAE primary: -7; ADAM10 inh: -344; PLCb3 inh: inactive; ASAP1 GAP inh: 0; ADAM17 inh: -140

How did CC(C)(C)OC(=O)N1CCC[C@@H]1C(=O)N1CCC[C@@H]1C(=O)NCc1ccccc1Cl do in these assays?
PLC-gamma1 inh: 0; TDP2 inh: 2; ARFGAP1 inhibitor: -1; DDE Tn6 FP inh: 9; Tn7 DDE FP: -5; SIAE primary: 15; ADAM10 inh: -10; PLCb3 inh: 3; ASAP1 GAP inh: -5; ADAM17 inh: 1

How did Cc1ccc(F)c(CNC(=O)C2CCC(=O)N(CCN3CCOCC3)C2)c1F (stereo not given) do in these assays?
PLC-gamma1 inh: 6; TDP2 inh: -14; ARFGAP1 inhibitor: 0; DDE Tn6 FP inh: -4; Tn7 DDE FP: -3; SIAE primary: 6; ADAM10 inh: -5; PLCb3 inh: 1; ASAP1 GAP inh: 6; ADAM17 inh: 2

Results for COc1ccccc1NC(=O)CCCC(=O)OCC(=O)c1ccc(F)cc1 ?
PLC-gamma1 inh: 3; TDP2 inh: 5; ARFGAP1 inhibitor: -17; DDE Tn6 FP inh: -18; Tn7 DDE FP: 9; SIAE primary: -2; ADAM10 inh: 0; PLCb3 inh: -3; ASAP1 GAP inh: -12; ADAM17 inh: 2

Results for Cc1ccc(C)c(N(C(=O)CNC(=O)c2ccco2)C(C(=O)NC2CCCC2)c2ccncc2)c1 (stereo not given) ?
PLC-gamma1 inh: 1; TDP2 inh: 1; ARFGAP1 inhibitor: 13; DDE Tn6 FP inh: -3; Tn7 DDE FP: 5; SIAE primary: -6; ADAM10 inh: 3; PLCb3 inh: -6; ASAP1 GAP inh: -5; ADAM17 inh: -2

Results for Cn1cc(CN2CCCCC2C(=O)Nc2ccc(-n3cccn3)cc2)cn1 (stereo not given) ?
PLC-gamma1 inh: -1; TDP2 inh: -5; ARFGAP1 inhibitor: -4; DDE Tn6 FP inh: -13; Tn7 DDE FP: 0; SIAE primary: -1; ADAM10 inh: 2; PLCb3 inh: -7; ASAP1 GAP inh: -8; ADAM17 inh: 0

What do the screens show for `CCN(C(=O)CN1CCN(c2ccccc2)CC1)c1c(N)n(Cc2ccccc2)c(=O)[nH]c1=O`?
PLC-gamma1 inh: 4; TDP2 inh: -4; ARFGAP1 inhibitor: 9; DDE Tn6 FP inh: 1; Tn7 DDE FP: -4; SIAE primary: 2; ADAM10 inh: 3; PLCb3 inh: 2; ASAP1 GAP inh: -2; ADAM17 inh: -4

Results for O=C(Nc1ccccc1)c1ccc(=O)n(Cc2ccc(F)c(F)c2)c1 ?
PLC-gamma1 inh: 4; TDP2 inh: -17; ARFGAP1 inhibitor: 7; DDE Tn6 FP inh: -2; Tn7 DDE FP: -7; SIAE primary: -5; ADAM10 inh: -4; PLCb3 inh: 0; ASAP1 GAP inh: 0; ADAM17 inh: -5

Results for Cc1ccc2nc(Cl)c3cc(C(=O)NCCCN4CCCC4)sc3c2c1 ?
PLC-gamma1 inh: -1; TDP2 inh: -11; ARFGAP1 inhibitor: 6; DDE Tn6 FP inh: 1; Tn7 DDE FP: 1; SIAE primary: -17; ADAM10 inh: -10; PLCb3 inh: -5; ASAP1 GAP inh: -3; ADAM17 inh: -4

How did CCc1nc2ccc(C(=O)NCCc3c[nH]c4ccccc34)cn2c1N(C)Cc1ccc(N(C)C)cc1 do in these assays?
PLC-gamma1 inh: -3; TDP2 inh: -12; ARFGAP1 inhibitor: 1; DDE Tn6 FP inh: -5; Tn7 DDE FP: 0; SIAE primary: 4; ADAM10 inh: -14; PLCb3 inh: -6; ASAP1 GAP inh: 6; ADAM17 inh: 1

Results for CCN(CC)C(=O)Cn1cnc2sc(C(=O)N3CCN(Cc4ccc5c(c4)OCO5)CC3)c(C)c2c1=O ?
PLC-gamma1 inh: 3; TDP2 inh: -16; ARFGAP1 inhibitor: 1; DDE Tn6 FP inh: 2; Tn7 DDE FP: -1; SIAE primary: -1; ADAM10 inh: 1; PLCb3 inh: 3; ASAP1 GAP inh: 14; ADAM17 inh: 3

How did Cc1cccc(-c2nnc(SCc3ccccc3)o2)c1 do in these assays?
PLC-gamma1 inh: 0; TDP2 inh: 6; ARFGAP1 inhibitor: -13; DDE Tn6 FP inh: 3; Tn7 DDE FP: 5; SIAE primary: 3; ADAM10 inh: 0; PLCb3 inh: -1; ASAP1 GAP inh: -14; ADAM17 inh: -1

Results for CN1CCN(c2ccccc2NC(=O)C(Cc2ccccc2)n2cccc2)CC1 (stereo not given) ?
PLC-gamma1 inh: 1; TDP2 inh: -7; ARFGAP1 inhibitor: 6; DDE Tn6 FP inh: 7; Tn7 DDE FP: 6; SIAE primary: 7; ADAM10 inh: -7; PLCb3 inh: -2; ASAP1 GAP inh: -3; ADAM17 inh: 1

How did C=CCn1c(COc2ccc(Cl)cc2)nnc1SCC(=O)c1c(N)n(C)c(=O)n(C)c1=O do in these assays?
PLC-gamma1 inh: -1; TDP2 inh: -9; ARFGAP1 inhibitor: 11; DDE Tn6 FP inh: -6; Tn7 DDE FP: -1; SIAE primary: -6; ADAM10 inh: -9; PLCb3 inh: -3; ASAP1 GAP inh: -1; ADAM17 inh: -5

What do the screens show for `CC(=O)N1CCN(c2ccc(NC(=O)c3cc4ccccc4o3)cc2)CC1`?
PLC-gamma1 inh: 2; TDP2 inh: -4; ARFGAP1 inhibitor: 2; DDE Tn6 FP inh: 4; Tn7 DDE FP: 6; SIAE primary: -1; ADAM10 inh: 6; PLCb3 inh: -8; ASAP1 GAP inh: 16; ADAM17 inh: -3

What do the screens show for `Cc1cccc2c(C(=O)N3CCN(C(=O)c4ccco4)CC3)cc(-c3cccc(Br)c3)nc12`?
PLC-gamma1 inh: -3; TDP2 inh: -9; ARFGAP1 inhibitor: -3; DDE Tn6 FP inh: 3; Tn7 DDE FP: -6; SIAE primary: -8; ADAM10 inh: 8; PLCb3 inh: -13; ASAP1 GAP inh: 8; ADAM17 inh: 4

What do the screens show for `Cc1ccc(/C=N/NC(=O)c2ccncc2)s1`?
PLC-gamma1 inh: -1; TDP2 inh: 10; ARFGAP1 inhibitor: -1; DDE Tn6 FP inh: -7; Tn7 DDE FP: 4; SIAE primary: 4; ADAM10 inh: -17; PLCb3 inh: -8; ASAP1 GAP inh: 12; ADAM17 inh: -3

How did CCOc1cccc2cc(C(=O)NCc3ccc(C)cc3)c(=N)oc12 do in these assays?
PLC-gamma1 inh: -3; TDP2 inh: 4; ARFGAP1 inhibitor: 3; DDE Tn6 FP inh: -4; Tn7 DDE FP: 1; SIAE primary: 14; ADAM10 inh: -6; PLCb3 inh: -13; ASAP1 GAP inh: -11; ADAM17 inh: -4

What do the screens show for `NC(=O)Cn1c(=O)n(CCC(=O)NCCSCc2ccccc2)c(=O)c2ccccc21`?
PLC-gamma1 inh: 0; TDP2 inh: 13; ARFGAP1 inhibitor: 2; DDE Tn6 FP inh: -2; Tn7 DDE FP: -3; SIAE primary: -2; ADAM10 inh: 1; PLCb3 inh: -6; ASAP1 GAP inh: -5; ADAM17 inh: -2

Results for FC(F)(F)Oc1ccc(-c2cn3cccnc3n2)cc1 ?
PLC-gamma1 inh: inactive; TDP2 inh: 5; ARFGAP1 inhibitor: -9; DDE Tn6 FP inh: 3; Tn7 DDE FP: -5; SIAE primary: 1; ADAM10 inh: inactive; PLCb3 inh: inactive; ASAP1 GAP inh: 0; ADAM17 inh: inactive

How did CCn1c2c(c3cc(Br)ccc31)CCC/C2=N\O do in these assays?
PLC-gamma1 inh: 6; TDP2 inh: -16; ARFGAP1 inhibitor: 7; DDE Tn6 FP inh: -5; Tn7 DDE FP: -1; SIAE primary: -7; ADAM10 inh: 16; PLCb3 inh: -2; ASAP1 GAP inh: 9; ADAM17 inh: 9.5*

What do the screens show for `CSc1ncc(Cl)c(C(=O)NCc2cccnc2)n1`?
PLC-gamma1 inh: 1; TDP2 inh: 17; ARFGAP1 inhibitor: 1; DDE Tn6 FP inh: 6; Tn7 DDE FP: -3; SIAE primary: -2; ADAM10 inh: 4; PLCb3 inh: 6; ASAP1 GAP inh: 8; ADAM17 inh: -1

How did CC1CCC(NC(=O)c2cc(S(=O)(=O)N3CCCCC3)c[nH]2)CC1 (stereo not given) do in these assays?
PLC-gamma1 inh: 0; TDP2 inh: 2; ARFGAP1 inhibitor: 3; DDE Tn6 FP inh: -2; Tn7 DDE FP: 6; SIAE primary: 5; ADAM10 inh: -12; PLCb3 inh: 0; ASAP1 GAP inh: 15; ADAM17 inh: -3

Results for CC(=O)NCCC(=O)Nc1nc2c(ccc3ccccc32)s1 ?
PLC-gamma1 inh: 4; TDP2 inh: -13; ARFGAP1 inhibitor: 4; DDE Tn6 FP inh: 0; Tn7 DDE FP: -7; SIAE primary: -1; ADAM10 inh: 1; PLCb3 inh: -1; ASAP1 GAP inh: 13; ADAM17 inh: 0

How did C=CCN(c1ccccc1OC)S(=O)(=O)c1cccc(C(=O)NCc2ccco2)c1 do in these assays?
PLC-gamma1 inh: -1; TDP2 inh: 0; ARFGAP1 inhibitor: -5; DDE Tn6 FP inh: 0; Tn7 DDE FP: 2; SIAE primary: 0; ADAM10 inh: -3; PLCb3 inh: 0; ASAP1 GAP inh: 1; ADAM17 inh: 1

Compound activity deposited in PubChem BioAssay by The Scripps Research Institute Molecular Screening Center.
